Assay outcomes as filed in PubChem BioAssay.
CCR6 antag = CCR6 (human) receptor antagonism | 340,000 compounds, 0.49% hits | CHO-K1 CCR6 PathHunter beta-arrestin, luminescence, CCL20-stimulated | inhibition, % at 20 µM | P51684;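 active = compounds whose inhibition of the agonist-driven luminescence signal at 20 µM reaches about 50%, limit read from the data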;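 also: cells stimulated with CCL20 at 14 nM final; plate controls were DMSO with CCL20 for no effect and DMSO without agonist for full effect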
Gli-Sufu antag = antagonists of Gli-Sufu signaling. inhibition, % at 5 µM. 340,000 compounds, 0.74% hits. Sufu-KO-LIGHT fibroblasts, Gli luciferase reporter luminescence;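 active = inhibition above about 55%, limit read from the data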;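 also: 0% = DMSO-treated cells and 100% = wells with medium but no cells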
EBI2 antag = antagonists of human EBI2 receptor; P32249; EBI2 beta-arrestin recruitment, luminescence, 7a,25-OHC stimulated; inhibition, % at 5 µM; 360,000 compounds, 0.81% hits; in the data active = inhibition above about 38%;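 also: enzyme fragment complementation signal reports receptor beta-arrestin coupling in cells; 0% = agonist plus DMSO wells and 100% = wells without agonist; some results beyond the cut were filed as inactive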
Target sequence (P32249 whole entry, looked up, the tested form may be a part): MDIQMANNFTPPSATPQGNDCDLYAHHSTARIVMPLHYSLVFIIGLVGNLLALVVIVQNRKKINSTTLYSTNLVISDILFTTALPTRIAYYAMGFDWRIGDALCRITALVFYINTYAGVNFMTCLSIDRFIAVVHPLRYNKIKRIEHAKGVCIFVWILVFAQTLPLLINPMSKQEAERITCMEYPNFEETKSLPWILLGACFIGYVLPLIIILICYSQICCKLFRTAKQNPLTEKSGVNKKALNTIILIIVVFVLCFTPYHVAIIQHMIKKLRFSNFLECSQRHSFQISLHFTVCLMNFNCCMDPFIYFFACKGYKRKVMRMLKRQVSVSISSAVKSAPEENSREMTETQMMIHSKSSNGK
UBC13 inh = inhibitors of human UBC13 polyubiquitin chain formation | P61088 | TR-FRET | inhibition, % at 20 µM | 330,000 compounds, 0.47% hits; in the data active = inhibition above about 45%, passing the limit was not always enough
Target sequence (P61088 whole entry, looked up): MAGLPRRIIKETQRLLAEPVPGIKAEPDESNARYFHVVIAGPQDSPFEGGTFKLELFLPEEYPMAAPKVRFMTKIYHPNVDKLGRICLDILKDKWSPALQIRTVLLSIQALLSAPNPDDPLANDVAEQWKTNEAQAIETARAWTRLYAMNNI
CXCR6 block = blocks human CXCR6 beta-arrestin recruitment; CHO-K1 PathHunter CXCR6 beta-arrestin, luminescence; inhibition, % at 20 µM; 360,000 compounds, 0.36% hits; AID 602244; O00574; in the data active = inhibition above about 34%, passing the limit was not always enough;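 also: antagonist mode with CXCL16 agonist at 10 nM final; 0% = 10 nM CXCL16 with DMSO and 100% = unstimulated wells without agonist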
Target sequence (O00574 whole entry, looked up): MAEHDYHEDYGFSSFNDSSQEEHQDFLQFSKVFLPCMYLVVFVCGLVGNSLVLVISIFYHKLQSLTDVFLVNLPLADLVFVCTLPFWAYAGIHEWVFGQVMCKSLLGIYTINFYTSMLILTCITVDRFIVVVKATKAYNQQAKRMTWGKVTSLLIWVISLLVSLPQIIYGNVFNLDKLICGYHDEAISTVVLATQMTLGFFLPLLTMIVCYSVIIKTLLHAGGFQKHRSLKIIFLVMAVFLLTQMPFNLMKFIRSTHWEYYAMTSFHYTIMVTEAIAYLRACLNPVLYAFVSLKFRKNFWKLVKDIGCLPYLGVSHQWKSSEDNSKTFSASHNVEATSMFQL
APJ antag = blocks the human apelin receptor APJ; P35414; CHO-K1 APJ beta-arrestin complementation, luminescence; inhibition, % at 20 µM; 330,000 compounds, 0.32% hits; AID 2521;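 active = inhibition above about 40% at 20 µM, limit read from the data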;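 also: cells challenged with 10 nM apelin-13 agonist together with compound; plate controls were apelin-13 plus DMSO wells for no effect and DMSO wells lacking apelin-13 for full effect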
697 NFkB inh = lowers PMA/ionomycin-induced NF-kB signal in 697 B cells; 697 B-cell NF-kB luciferase reporter, 16 h; inhibition, % at 4 µM; 330,000 compounds, 0.33% hits; in the data active = inhibition above about 35%
Jurkat NFkB inh = lowers PMA/ionomycin-induced NF-kB signal in Jurkat cells; PMA/ionomycin-induced NF-kB luciferase reporter, luminescence; inhibition, % at 4 µM; 330,000 compounds, 0.53% hits; AID 435003; in the data active = inhibition above about 50%
Active calls of the source: *; x = not tested or not shown.

SMILES	CCR6 antag	Gli-Sufu antag	EBI2 antag	UBC13 inh	CXCR6 block	APJ antag	697 NFkB inh	Jurkat NFkB inh
CC(C)[C@@H](CO)NC(=O)c1ccc2c3n(nc2c1)-c1ccc(Cl)cc1CO3	9.7	-75.2	-2.7	8.2	-3.9	-4.2	-19.4	0.9
COc1ccccc1N1CCN(CCN2C(=O)C3CCCCN3C2=O)CC1 (stereo not drawn)	-2.4	-19.4	-7.2	-6.2	6.3	7.6	-57.4	-17.7
O=C1NC(c2cccc3ccccc23)Nc2ccccc21 (stereo not drawn)	3.9	38.3	-21.1	x	-5.1	x	x	x
COCCCN1CC(=O)N2C(c3ccc(C)cc3)c3[nH]c4ccccc4c3C[C@H]2C1=O (stereo partly drawn)	4.0	0.9	4.5	3.0	2.0	21.9	-4.8	8.4
CC(C)C(=O)Nc1nnc(SCC(=O)NCc2ccc3c(c2)OCO3)s1	-3.7	x	-0.4	-5.5	-4.1	7.2	6.7	-8.6
CC(C)(C)c1ccc(C(=O)NNC(=O)C2CCCCC2)cc1	0.3	-14.3	-13.6	-1.4	-10.0	-13.2	-28.0	-24.6
O=C1NC(=O)C2(COC3(CCCC3)OC2)S1	3.0	-0.3	-5.3	0.4	-3.9	3.4	-6.9	-4.1
O=C(O)C(Cc1ccccc1)N1CCS(=O)(=O)CC1 (stereo not drawn)	3.9	-0.9	-1.9	4.4	-4.5	-6.9	12.0	10.9
CCCCN1C(=N)N([C@@H](C)CN2CCC[C@H]2CN2C(N)=NC[C@H]2CC(C)C)C[C@H]1[C@H](C)CC	-0.8	5.6	-14.6	11.1	-4.4	7.1	1.8	9.3
CCOc1ncccc1C(=O)OCC(=O)Nc1c(C)cccc1C	-16.2	-22.4	-6.6	10.9	0.1	10.1	10.6	5.0
Cc1cc(C)c(C)c(S(=O)(=O)N2C(=S)NC(=O)C2CC(C)C)c1C (stereo not drawn)	5.1	6.7	-4.4	-23.8	-0.9	-5.9	-15.7	-4.6
O=C(CCS(=O)(=O)c1ccc(Cl)cc1)NCCN1C(=O)S/C(=C\c2ccccc2F)C1=O	2.4	8.0	21.7	9.1	-5.3	-3.9	-31.0	3.0
Cc1nc2c(C#N)c[nH]n2c(=O)c1Cc1ccccc1	12.1	-15.6	-4.4	-8.0	1.2	5.6	-2.4	-17.7
O=S(=O)(O)c1cc(O)c2ccc(Nc3ccccc3)cc2c1	8.3	8.8	-8.7	x	0.8	x	x	x
Cc1nonc1NC(=O)c1oc2ccccc2c1C	20.5	-69.0	-1.8	-6.6	-1.8	9.3	-1.7	-32.3
CCOc1ccccc1/C=N/Nc1nc2ccccc2o1	9.1	17.2	-4.6	16.8	-3.7	6.2	-15.7	-17.8
COCCNC(=O)C(=O)Nc1ccc2c(c1)N(S(=O)(=O)c1cccs1)CCC2	6.8	-8.3	-0.5	-4.6	-1.3	5.5	3.2	60.1*
Cn1nc(C(=O)NC2CCC(O)CC2)c2ccccc2c1=O (stereo not drawn)	-5.6	-10.2	3.7	2.2	3.8	-4.3	4.7	14.7
CCOc1ccc(N2C(=O)c3ccccc3C2O)cc1 (stereo not drawn)	-19.1	-64.1	-3.7	3.0	-1.4	13.2	-50.2	-82.9
CN1C(=O)N(C)C2(c3ccccc3)Nn3c(s/c(=C/c4ccccc4)c3=O)=NC12c1ccccc1 (stereo not drawn)	17.6	-7.8	0.0	-25.6	1.6	-2.4	-5.7	-12.1
NC(=S)N/N=C/c1c[nH]c2ccccc12	-8.8	-2.4	3.0	-6.4	-10.6	-15.8	16.1	8.7
COc1ccc2c(c1)oc1c(SCc3nc4ccccc4[nH]3)nc(C)nc12	8.4	-11.9	77.7*	-6.6	8.8	-5.9	-28.8	-7.8
CC1CC(C)CN(C(=O)c2cccc(S(=O)(=O)Nc3cc(C(F)(F)F)ccc3Cl)c2)C1 (stereo not drawn)	-10.1	1.1	7.2	-11.7	-1.2	6.1	-11.9	-11.6
COc1ccc2oc(=O)c(NC(=O)C3CCCCC3)cc2c1	-0.3	-17.3	-0.6	14.2	8.7	3.2	-20.6	-34.0
CCN(CC(=O)Nc1cc(Cl)ccc1C)C(=O)CCc1nc2ccccc2c(=O)[nH]1	13.4	2.0	1.4	6.3	-3.0	8.2	14.1	-4.5
CCc1cc2ccc(C)cc2nc1SCC(=O)Nc1cc(C)on1	4.4	12.6	6.7	6.4	1.9	10.2	-2.9	-17.5
Cc1ccccc1NS(=O)(=O)c1ccc(N2CCCC2=O)cc1	7.7	-0.4	-3.7	4.2	0.8	-2.1	-83.2	53.9*
O=C(CCNC(=O)C1CCN(S(=O)(=O)c2ccc(F)cc2)CC1)NCCc1ccc(Cl)cc1	7.0	9.0	0.7	6.1	-2.9	20.5	-4.1	3.4
COc1ccc(/C=N/NC(=O)c2nc(-c3ccccc3)cc(-c3ccccc3)n2)cc1O	7.8	55.2*	12.1	-7.4	8.3	-11.3	-13.5	-12.4
COc1ccccc1C(CNC(=O)COc1cc(C)ccc1Cl)N1CCCC1 (stereo not drawn)	14.5	14.4	-3.9	5.2	5.4	3.5	-32.3	-13.6
COc1ccc(C(=O)C2CCCN(S(=O)(=O)c3cccc(C)c3)C2)c(C)c1 (stereo not drawn)	20.4	8.1	11.8	-4.5	-2.3	-41.3	9.0	6.2
c1ccc2[nH]c(SCc3cn4ccccc4n3)nc2c1	2.3	-28.7	-13.2	-6.7	1.4	-0.7	-24.5	-39.6
COc1cc([N+](=O)[O-])cc(/C=N/N(CCC#N)C(C)=O)c1O	22.4	9.8	-8.5	-40.4	25.0	10.5	15.9	-1.6
CCn1cc(CCC(=O)NCCN2CCOCC2)c2ccccc21	0.5	8.4	4.3	1.1	0.5	14.2	-13.8	-19.4
CCN(C(=O)CN1CCC(C(=O)OC)CC1)c1c(N)n(Cc2ccccc2)c(=O)[nH]c1=O	5.8	-7.0	-6.0	-6.6	0.8	-6.4	19.1	11.1
Cc1sc2ncnc(N3CCC(C(=O)NNC(=O)c4ccc(Cl)cc4)CC3)c2c1C	-7.5	2.5	27.4	3.1	-13.7	0.1	-13.3	24.9
CCCCNC(=O)OCC(CC)NC(=O)OC(C)C (stereo not drawn)	4.4	5.0	3.1	-2.7	9.1	5.2	-23.7	-10.6
O=C1CCN(CCCc2ccccc2)CCN1[C@H](CO)c1ccccc1	1.1	19.8	-6.3	2.1	-1.6	23.3	6.2	1.7
Cc1ccc(N(C(=O)c2cnccn2)C(C(=O)NC2CCCCC2)c2ccc(O)cc2)cc1 (stereo not drawn)	1.3	-0.7	0.5	5.4	-6.8	-8.0	20.3	-23.8
O=C(CSc1nnc2ccccn12)Nc1ccccc1C(=O)O	0.7	1.9	-2.1	-7.1	-14.5	-23.1	-4.1	-8.6
Cc1noc(C)c1C(=O)Nc1cccc(S(=O)(=O)N2CCOCC2)c1	-4.2	0.5	2.4	9.8	-10.9	8.3	15.9	-9.5
O=C(NNc1nc(-c2ccccc2)cs1)c1cccs1	8.2	3.5	8.7	-8.9	9.5	-14.9	-2.7	-5.2
CC(C)(C)c1ccc(/C=C2\SC(=O)N=C2N)cc1	11.6	-16.0	3.9	-13.5	2.0	-13.1	-24.7	-29.5
CCn1cc([N+](=O)[O-])c(C(=O)Nc2ccc3c(c2)OCCO3)n1	5.3	-39.5	-6.5	1.8	2.4	6.4	-38.5	-46.3
COCCNC(=S)NCc1cccs1	2.2	0.5	-8.8	-6.4	-2.7	4.9	2.6	-6.9
COc1ccc(NC2CCCN(C(=O)c3ccncc3)C2)cc1 (stereo not drawn)	-8.2	-3.1	1.6	-4.4	-3.1	-11.2	9.3	-1.4
Cc1ccccc1NC(=O)CSc1nnc(-c2ccccn2)o1	-2.0	-45.5	-3.4	-0.9	-5.9	-8.9	-13.9	-51.5
Cc1cccc(C2=N/C(=C\c3cccnc3)C(=O)O2)c1	1.1	0.9	-5.3	5.7	0.1	-0.7	-15.4	-16.2
Cc1ccc(CCNC(=O)CN2C(=O)COc3ccccc32)cc1	10.8	4.8	2.0	4.4	-0.7	4.6	2.1	2.3
CCc1nc(NC(C)(C)C)c2cnn(-c3ccccc3)c2n1	-3.5	-15.7	30.6	5.6	-10.0	6.0	-58.9	-77.3
CCCCn1c(SCC(=O)Nc2nccs2)nc2ccccc2c1=O	4.2	11.3	1.0	-4.2	7.1	3.0	1.2	-1.2
CCN(CC)S(=O)(=O)c1ccc(OC)c(NC(=S)Nc2cccc(C)c2)c1	x	x	x	10.5	x	3.3	18.8	4.2
Cc1cc(C(=O)N2CCN(c3ncccn3)CC2)cs1	-14.3	1.5	0.5	17.7	-2.7	-17.7	11.4	14.9
Cc1ccc(NS(=O)(=O)c2c(C(=O)N3CCOCC3)c(C)n(C)c2C)cc1C	3.6	-14.5	4.6	0.9	-7.3	20.0	-14.9	2.8
COc1ccc(N(CC(=O)Nc2cccc(SC)c2)S(C)(=O)=O)cc1Cl	12.5	-0.5	4.5	5.2	-8.2	4.9	7.2	16.9
CC(=O)Nc1ccc(OCCOc2ccccc2C(C)=O)cc1	3.3	-2.9	5.0	3.3	-3.4	-13.6	14.4	-5.4
COc1ccc(S(=O)(=O)N/N=C(/C)c2cccc(NC(=O)c3ccccc3Cl)c2)cc1	5.1	9.7	-2.9	-7.6	-0.7	6.4	-26.3	-8.2
O=C(OCc1ccccc1F)c1ccc2c(c1)OCCO2	9.6	-16.7	9.0	2.3	-5.9	6.6	-6.2	-53.2
CCOC(=O)N1CCN(Cc2nc(N)nc(Nc3ccc(OC)cc3)n2)CC1	-14.8	-3.5	1.3	-8.3	11.8	-18.3	-9.6	-6.4
Cc1nc(SCC(=O)Nc2ccccc2Cl)c2c(C)c(C)sc2n1	20.2	-1.9	-2.8	13.1	-1.7	7.6	-22.9	5.6

Four compounds from above, arranged by heavy-atom count, rising.
SMILES	CCR6 antag	Gli-Sufu antag	EBI2 antag	UBC13 inh	CXCR6 block	APJ antag	697 NFkB inh	Jurkat NFkB inh
CCc1nc(NC(C)(C)C)c2cnn(-c3ccccc3)c2n1	-3.5	-15.7	30.6	5.6	-10.0	6.0	-58.9	-77.3
CCCCn1c(SCC(=O)Nc2nccs2)nc2ccccc2c1=O	4.2	11.3	1.0	-4.2	7.1	3.0	1.2	-1.2
COc1ccc(N(CC(=O)Nc2cccc(SC)c2)S(C)(=O)=O)cc1Cl	12.5	-0.5	4.5	5.2	-8.2	4.9	7.2	16.9
CCOC(=O)N1CCN(Cc2nc(N)nc(Nc3ccc(OC)cc3)n2)CC1	-14.8	-3.5	1.3	-8.3	11.8	-18.3	-9.6	-6.4

The list goes on:
SMILES	CCR6 antag	Gli-Sufu antag	EBI2 antag	UBC13 inh	CXCR6 block	APJ antag	697 NFkB inh	Jurkat NFkB inh
Cc1ccc(C2CC(=O)NC(SCc3ccccc3)=C2C#N)cc1 (stereo not drawn)	13.6	11.8	4.9	-8.7	8.6	-3.1	-30.9	-8.0
CC(=O)C1=C(S(=O)(=O)c2ccc(C)cc2)CS(=O)(=O)C1	14.0	-0.9	0.4	-13.6	7.6	-12.7	-3.2	4.1
O=C(CSc1nnc(CNc2ccc(F)cc2)n1Cc1ccco1)NC1CC1	-1.9	1.5	-4.1	6.7	3.7	-3.8	16.8	-5.6
Cc1ccc2c(c1)NC(=O)C(CC(=O)NCc1ccc(F)cc1)O2 (stereo not drawn)	2.1	14.1	-6.6	-5.8	-3.1	10.1	-7.2	-7.0
CCCN(CCC)S(=O)(=O)c1nc2nc(C)cc(C)n2n1	-3.6	4.5	-2.1	-14.1	-0.6	4.8	16.7	-11.1
Cc1cnc(C(=O)NCC(=O)Nc2ccccc2Br)cn1	16.6	-2.7	2.9	-3.6	6.2	8.3	10.5	2.3
O=C(COC(=O)/C=C/c1ccc(Cl)cc1)Nc1ccccc1-c1ccccc1	-4.8	-13.4	-0.7	x	-1.8	x	x	x
Cc1onc(-c2ccccc2)c1C(=O)N1CCCC(C(F)(F)F)C1 (stereo not drawn)	0.8	-0.6	1.8	13.2	7.1	17.0	-1.4	3.5
CC(C)c1ccc(NC(=O)COC(=O)C2CC3C=CC2C3)cc1 (stereo not drawn)	23.9	-11.0	-6.7	14.8	5.4	1.3	3.8	3.5
CCN(CC)CCNC(=O)Cn1nc(-c2ccc(C)cc2)ccc1=O	0.7	-42.6	2.2	-8.8	-4.8	-2.8	-34.7	-6.5
